High-throughput results deposited in PubChem BioAssay by several laboratories.
ROCK2 blocker: inhibitors of human ROCK2 kinase, primary screen, biochemical, high-throughput, luminescence; Rho-associated protein kinase 2 (Homo sapiens), O75116; purified ROCK2, Kinase-Glo ATP depletion luminescence; inhibition, % at 6 µM; hit rate 0.35% among 60,000; AID 604, 2007;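 active = inhibition above the screen-wide mean inhibition plus 3 SD, cut at about 18% in these data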;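 note: plate controls were DMSO wells for no effect and Y-27632 control wells after no-enzyme background subtraction for full effect; many of its hits are not listed in these tables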
Target sequence (O75116 whole entry, looked up): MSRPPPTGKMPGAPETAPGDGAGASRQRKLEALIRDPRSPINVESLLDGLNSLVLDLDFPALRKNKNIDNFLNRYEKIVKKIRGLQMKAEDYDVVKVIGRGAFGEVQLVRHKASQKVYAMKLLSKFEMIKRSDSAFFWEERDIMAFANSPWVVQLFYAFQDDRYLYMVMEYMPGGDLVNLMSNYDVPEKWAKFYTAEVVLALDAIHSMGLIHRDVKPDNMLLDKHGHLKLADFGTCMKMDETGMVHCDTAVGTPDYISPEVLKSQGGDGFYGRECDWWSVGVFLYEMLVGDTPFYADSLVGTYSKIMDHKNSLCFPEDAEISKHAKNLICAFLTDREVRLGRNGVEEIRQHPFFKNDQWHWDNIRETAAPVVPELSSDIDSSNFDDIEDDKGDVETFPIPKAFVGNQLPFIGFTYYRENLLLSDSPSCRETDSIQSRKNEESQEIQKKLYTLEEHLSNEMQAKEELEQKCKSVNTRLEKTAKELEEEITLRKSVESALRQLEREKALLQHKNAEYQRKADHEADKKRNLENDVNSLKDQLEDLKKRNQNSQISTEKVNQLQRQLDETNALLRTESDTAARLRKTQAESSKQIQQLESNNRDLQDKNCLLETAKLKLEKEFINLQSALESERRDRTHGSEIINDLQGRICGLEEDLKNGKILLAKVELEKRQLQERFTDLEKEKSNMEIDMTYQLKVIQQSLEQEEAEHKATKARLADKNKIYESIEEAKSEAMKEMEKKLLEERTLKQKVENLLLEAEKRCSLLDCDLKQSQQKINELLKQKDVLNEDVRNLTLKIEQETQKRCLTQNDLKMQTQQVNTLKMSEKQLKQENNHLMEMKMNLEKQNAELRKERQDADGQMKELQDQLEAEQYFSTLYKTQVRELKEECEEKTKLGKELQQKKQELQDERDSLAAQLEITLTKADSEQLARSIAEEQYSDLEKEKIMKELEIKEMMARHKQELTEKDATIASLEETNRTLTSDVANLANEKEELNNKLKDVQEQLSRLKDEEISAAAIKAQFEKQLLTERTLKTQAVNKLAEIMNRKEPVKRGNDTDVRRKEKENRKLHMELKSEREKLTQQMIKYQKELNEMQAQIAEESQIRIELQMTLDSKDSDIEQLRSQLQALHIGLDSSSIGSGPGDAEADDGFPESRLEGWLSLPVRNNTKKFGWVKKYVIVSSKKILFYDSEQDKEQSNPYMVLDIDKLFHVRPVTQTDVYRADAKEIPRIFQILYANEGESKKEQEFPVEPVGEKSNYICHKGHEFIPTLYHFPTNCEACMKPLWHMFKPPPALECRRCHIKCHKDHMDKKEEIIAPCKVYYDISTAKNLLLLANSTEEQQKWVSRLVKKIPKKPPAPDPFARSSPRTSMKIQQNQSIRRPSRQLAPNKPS
CatB mixtures: cathepsin B inhibitors from pooled compounds, primary screen, biochemical, compound mixtures, AMC fluorescence. P07858. Purified cathepsin B, AMC dipeptide fluorescence. inhibition, %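 (ten-compound pools at 5 µM per compound and 50 µM total)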. hit rate 0.06% among 62,000. AID 488, 2006; in the data active = inhibition above about 22%, passing the limit was not always enough;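 note: 0% = enzyme without compound and 100% = no enzyme blank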
PKA kinase inh: inhibitors of human PKA kinase activity, primary screen, biochemical, ATP-depletion luminescence, Kemptide substrate | cAMP-dependent protein kinase catalytic subunit alpha (Homo sapiens), P17612 | hit rate 0.1% among 65,000 | inhibition, % at 6 µM | PKA Kemptide phosphorylation, Kinase-Glo ATP luminescence;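 active = inhibition above the screen-wide mean inhibition plus 3 SD, cut at about 21% in these data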; note: many of its hits are not listed in these tables
AP complement: alternative complement pathway inhibitors, primary screen, biochemical, ELISA, human serum, orthogonally pooled compounds; LPS-coated ELISA, C3 deposition; tested in compound mixtures; inhibition, % at 5 µM; hit rate 0.08% among 62,000; AID 1235, 2008;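 active = inhibition above 30% in each of the two pooled mixtures holding the compound, so the lower value exceeds 30%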;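 note: 0% = serum in Mg-EGTA without compound and 100% = EDTA serum blank; some compounds past the cut are filed as inactive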
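Assay system: Human serum alternative complement pathway, C3 deposition on LPS-coated wells | Incubation: 1 h serum-compound exposure at 37 °C | Doses: 5 µM per compound in ten-compound mixtures | Read-out: Percent inhibition | Technique: ELISA with HRP anti-human C3 antibody, TMB substrate, absorbance 450 nm | Replication: Two pool placements per compound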
RORA act: activators of orphan receptor RORA, primary screen, cell-based, luminescence; activation, % at 10 µM; hit rate 1.5% among 65,000; Nuclear receptor ROR-alpha (Homo sapiens), P35398; AID 560, 2006; CHO-K1 Gal4-RORA LBD luciferase reporter; percent increase over mock-subtracted basal signal;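 active = activation above the mean of all tested compounds plus 3 SD, cut at about 49% in these data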;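 note: 0% = DMSO-treated RORA cells and 100% = added signal equal to DMSO minus mock-transfected cells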
CatS inh: inhibitors of human cathepsin S, biochemical, compound mixtures; recombinant cathepsin S, AMC dipeptide fluorescence, pooled mixtures; hit rate 0.06% among 62,000; inhibition, %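 (tested at 5 µM per compound within 10-compound mixtures)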; P25774; in the data active = inhibition above about 32%, passing the limit was not always enough;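 note: 0% = enzyme without compound and 100% = blank without enzyme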
E coli RNAP: E. coli RNAP inhibitors, biochemical | hit rate 0.2% among 62,000 | inhibition, %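 (tested at 10 µM)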 | E. coli RNA polymerase, fluorescence transcription assay | AID 559, 2006 | DNA-directed RNA polymerase subunit beta (Escherichia coli (strain K12)), P0A8V2; in the data active = inhibition above about 20%;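 note: 0% = enzyme without compound and 100% = no enzyme blank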
JNK3 inh: JNK3 kinase activity inhibitors, primary screen, biochemical, human, purified enzyme. hit rate 0.61% among 60,000. HTS. inhibition, % at 8 µM. AID 746, 2007; in the data active = inhibition above about 17%;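 note: 0% = DMSO and 100% = reference inhibitor; many of its hits are not listed in these tables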
CatB block: human cathepsin B inhibitors, primary screen, biochemical, fluorogenic substrate; P07858; purified cathepsin B, fluorescence; inhibition, %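 (tested at 10 µM)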; hit rate 0.1% among 63,000; AID 453, 2006; in the data active = inhibition above about 21%;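 note: 0% = enzyme with no compound and 100% = no enzyme blank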
* = called active by the depositor; nt = no result given; & = joins results of further samples.

SMILES	ROCK2 blocker	CatB mixtures	PKA kinase inh	AP complement	RORA act	CatS inh	E coli RNAP	JNK3 inh	CatB block
N#CC(C(=O)NCc1ccco1)c1nc2ccccc2nc1N1CCOCC1 (stereo not given)	-1	3	4	19	-9	-4	0	-5	0
O=C(OCC(=O)N1CCN(C(=O)c2ccco2)CC1)c1cc(-c2ccccc2)nc2ccccc12	3	-1	9	7	1	7	6	5	-2
NS(=O)(=O)c1ccc(-n2nncc2C23CC4CC(CC(C4)C2)C3)cc1	4	38	6	16	21	-3	0	1	-7
O=C(CSc1cccc[n+]1[O-])c1cc2ccccc2o1	4	1	11	7	20	1	1	3	-1
O=C1CC(c2ccco2)Cc2nc(Nc3ccc(F)cc3)ncc21 (stereo not given)	-7	1	-4	12	-16	-6	2	-2	2
Cn1c(SCC(=O)NCCc2ccccc2)nnc1-c1ccncc1	0	0	-4	15	-18	4	5	-1	0
CCOc1cc(CN2CCN(c3cccc(C(F)(F)F)c3)CC2)ccc1O	-4	0	-2	15	-30	14	4	-1	nt
O=C(NCc1ccccn1)C(F)(F)C(F)(F)C(=O)NCc1ccccn1	7	-3	3	-1	3	13	8	4	-1
CC(C)OCCCNC(=O)c1ccc(NS(C)(=O)=O)cc1	6	-9	6	4	-2	-5	-5	-2	-3
CCCc1cc(N2CCCC(C(=O)NCC)C2)n2ncnc2n1 (stereo not given)	2	5	2	11	-5	5	7	2	2
O=C(OCn1nnc2ccccc2c1=O)C1CCCCC1	1	-2	-2	-4	-14	7	nt	-4	nt
Cc1cccc(NC(=O)CSc2nnc(-c3ccccc3)n2N)c1C	nt	-2	4	-5	10	4	4	nt	1
CCOCCCNC(=O)C(c1ccc(C)cc1)N1CCOCC1 (stereo not given)	-6	-3	5	-1	-6	-2	-4	1	1
COC(=O)c1ccccc1NC(=O)Cn1c(-c2nonc2N)nc2ccccc21	9	82*	10	-9	-22	nt	2	1	70*
Cc1ccc(S(=O)(=O)c2c(C)nn(C(C)(C)C)c2OC(=O)C2CCCC2)cc1	0	-1	-1	13	13	-7	-1	0	5
C[C@]12CCC(=O)C=C1CC[C@@H]1[C@@H]2[C@@H](O)C[C@@]2(C)[C@H]1CC[C@]2(O)C(=O)COC(=O)CCC(=O)O	5&3	0&2	9&0	-1&1	-13&-6	0&-3	8&11	5&-3	0&4
c1ccc2oc(NC3=NCN(CC4CCCO4)CN3)nc2c1 (stereo not given)	-2	1	-1	-1	46	-5	-1	2	1
CC(=O)C1=C(O)C(=O)N(c2cc(C(C)(C)C)on2)C1c1ccc(C(C)C)cc1 (stereo not given)	3	-6	5	-3	10	6	5	-2	2
O=C(Nc1ccc(N2CCCCC2)c(Cl)c1)c1cccnc1	7	0	11	4	38	6	8	-2	-1
CCOc1ccc(-c2nc(CSCC(=O)NCCN3CCOCC3)c(C)o2)cc1	-6	1	-4	12	-71	-9	1	-2	1
COc1ccccc1-c1coc2cc(O)cc(O)c2c1=O	4	1	4	6	-2	-6	6	-3	3
Cc1csc(SCC(=O)NC(=O)NCc2ccccc2)n1	-1	5	2	7	-4	-4	4	2	-4
CCCn1c(SCc2ccccc2)nc2c1c(=O)[nH]c(=O)n2C	-1	-4	3	12	7	-14	2	-4	3
CC1=CC(C)C(C(=O)O)C(C(=O)O)C1 (stereo not given)	5	-7	5	3	-4	4	8	-1	0
COc1ccc(S(=O)(=O)n2nc(OC(=O)c3cccs3)cc2N)cc1	4	68*	2	14	-4	0	0	-6	76*
COc1ccc(N=C2C(=O)Nc3c(C)cccc32)cc1	11	-4	4	-2	8	2	4	0	2
Cc1cc(NC(=O)CSc2nc3ccccc3n2CC(=O)N2CC(C)CC(C)C2)no1 (stereo not given)	-1	3	1	31	-18	-5	5	-1	1
Cc1cc(N2CCN(Cc3ccc4c(c3)OCO4)CC2)n2ncnc2n1	-1	3	-2	14	-16	1	5	-3	-3
Cc1ccc(S(=O)(=O)NCC(=O)N2CCC(C)CC2)cc1	1	4	10	8	7	16	8	0	5
CCC(C(=O)NC1CCCC1)N(C(=O)c1snc(C(N)=O)c1N)c1ccc2c(c1)OCCO2 (stereo not given)	-5	-4	-7	13	-4	-4	-1	4	-5
CN1C(=S)SC(C)(C)C1/[N+]([O-])=C/c1cccnc1 (stereo not given)	2	0	6	5	-3	-3	9	6	-1
CCCCn1c(SCC(=O)Nc2ccc3c(c2)OCO3)nc2c1c(=O)n(C)c(=O)n2C	0	0	1	5	-9	4	6	-5	-2
O=C1C(Cl)=C(NCC2CCCO2)C(=O)N1CCc1ccccc1 (stereo not given)	3	6	5	6	48	-12	1	3	6
O=C(Cn1nnc2ccccc21)NCc1ccccc1	-3	2	-4	10	0	3	3	3	3
CCn1c(SCC(=O)Nc2nc3ccc(OC)cc3s2)nc2c1c(=O)n(C)c(=O)n2C	5	-3	-4	1	-17	-5	4	2	1
O=C(CN1C(=O)C2C3C=CC(C3)C2C1=O)NC1CCCc2ccccc21 (stereo not given)	2	-4	4	4	9	-6	-2	-4	2
Cc1ccc2oc(=O)c3cnn(CC(=O)N(CCC(C)C)Cc4ccco4)c3c2c1	-3	2	4	17	1	0	2	-4	0
CCCNC(=O)c1[nH]c(C)c(C(C)=O)c1C	5	1	10	15	7	1	2	10	2
CN(C(=O)COC(=O)CNS(=O)(=O)/C=C/c1ccccc1)C1CCS(=O)(=O)C1 (stereo not given)	5	0	4	21	-11	-11	0	6	4
CC(=O)N(CCO)Cc1cc2cc(C)cc(C)c2[nH]c1=O	5	1	4	-14	33	-6	-11	7	2

Filtered by structure: the entries above with a Cl atom (2)
SMILES	ROCK2 blocker	CatB mixtures	PKA kinase inh	AP complement	RORA act	CatS inh	E coli RNAP	JNK3 inh	CatB block
O=C(Nc1ccc(N2CCCCC2)c(Cl)c1)c1cccnc1	7	0	11	4	38	6	8	-2	-1
O=C1C(Cl)=C(NCC2CCCO2)C(=O)N1CCc1ccccc1 (stereo not given)	3	6	5	6	48	-12	1	3	6

Remaining list, next part
SMILES	ROCK2 blocker	CatB mixtures	PKA kinase inh	AP complement	RORA act	CatS inh	E coli RNAP	JNK3 inh	CatB block
CC(C)CC1(C(=O)O)NC(c2ccccc2O)C2C(=O)N(C(C)C)C(=O)C21 (stereo not given)	5	2	4	12	22	7	4	0	-6
CCOC(=O)C1CCN(C(C)=C2C(=O)c3ccccc3C2=O)CC1	3	-3	-1	1	6	8	10	9	2
COc1ccc(CCCc2nnc(SCC(=O)Nc3nc(C)cs3)n2C)cc1C	2	5	-3	8	-33	5	4	0	2
C=CCN(C(=O)CN1CCOCC1)c1nc(C)c(-c2ccccc2)s1	nt	-5	5	-4	0	2	1	nt	-3
COCc1nnc(NC(=O)CCCOc2ccccc2OC)s1	2	nt	5	nt	-23	nt	nt	-1	nt
NS(=O)(=O)c1ccc(CCNC(=O)CNC(=O)C2CCCCC2)cc1	2	4	1	12	1	1	9	7	-4
Cc1ccc(C)c(CN2C(=O)C(C)Oc3ccc(C)cc32)c1 (stereo not given)	-4	1	-1	7	-11	4	6	1	1
CC(C)CCn1c(=O)c2ccccc2n2c(COC(=O)c3ccc(S(=O)(=O)N(C)C)cc3)nnc12	-2	5	2	13	-4	1	8	0	-1
COc1ccccc1Cc1noc(-c2cc(Cl)ccc2OC)n1	7	2	7	22	9	4	5	7	3
CCSc1nnc2c(n1)OC(c1ccc(C(=O)O)cc1)N(C(C)=O)c1ccccc1-2 (stereo not given)	4	-1	10	16	18	1	6	-2	3
CN1CCN(C(=O)CCCOc2ccc(Cl)cc2Cl)CC1	0	5	-5	-1	3	-5	7	-4	3
Cc1cc(C)c(NC(=O)CSc2nc3c(c(=O)n2C)SC(C)C3)c(C)c1 (stereo not given)	4	3	8	-12	-10	15	3	-11	4
CCN1CCN(Cc2nc3c(c(=O)n(C)c(=O)n3C)n2Cc2ccc(Cl)cc2Cl)CC1	3	-4	7	1	12	-4	8	-7	-1
COCCn1c(SCC(=O)Nc2cc(C)cc(C)c2)nnc1C(C)C	4	-4	0	-6	7	10	6	-5	-3
CC1(c2ccc(OC(F)F)cc2)NC(=O)N(CC(=O)Nc2ccc3c(c2)OCO3)C1=O (stereo not given)	5	33	10	-7	-17	17	9	-4	7
Cc1cccc(-n2ncc3c(NCCCn4ccnc4)ncnc32)c1	0	2	-8	-3	42	-1	0	3	0
Oc1c(I)cc(Cl)c2cccnc12	5	3	2	8	-24	-5	6	0	2
CCn1c(SCC(=O)NCCc2ccc(OC)c(OC)c2)nc2c1c(=O)n(C)c(=O)n2C	1	3	2	-1	-5	16	10	-4	1
O=C(CN1CCOCC1)OCCCC1CCCCC1	1	-2	0	16	-4	7	-3	5	0
Cc1noc(C)c1S(=O)(=O)N1CCCC(C(=O)Nc2cccnc2)C1 (stereo not given)	-2	1	-1	8	2	-3	3	-3	1
Cc1nn(Cc2ccc(Cl)c(Cl)c2)c(C)c1NC(=O)c1cc(CC(C)C)on1	1	6	-6	0	-25	16	5	-4	-3
CCC(=O)N1CCc2cc(Br)cc(S(=O)(=O)CC(=O)OC)c21	1	-3	2	29	-19	-8	0	2	0
Cc1nnc(C)n1/N=C/c1cccc(Oc2ccccc2)c1	4	-3	12	11	-13	-9	6	2	4
CN1C(=O)CC(C(=O)O)SC1=Nc1cccc(C(F)(F)F)c1 (stereo not given)	9	5	6	11	-15	1	9	5	-9
N#Cc1c(-c2ccco2)cc(-c2cccnc2)nc1N	8	-6	7	13	6	-8	-7	12	-5
O=C(Nc1ccc(N2CCOCC2)cc1)Nc1cnsn1	8	-4	8	0	28	-3	1	-9	3
O=C(COc1ccccc1)Nc1ccccc1N1CCCCC1	6	-2	7	-2	-10	4	9	0	2
COc1cccc(OCC(O)CN2CCC(Cc3ccccc3)CC2)c1 (stereo not given)	-2	-1	-4	11	-24	17	-3	4	1
O=C(CSc1nnc(-c2ccc(S(=O)(=O)N3CCCC3)cc2)n1CC1CCCO1)NC1CC1 (stereo not given)	2	2	9	8	-14	-14	nt	6	3
O=C(Nc1cnccn1)c1cccnc1	4	-1	9	2	-13	-3	-8	5	0
COc1ccccc1NC(=O)Cc1noc(CSc2nnc(C)s2)n1	nt	-1	-3	4	4	8	3	nt	-1
O=C(CN1CCN(C(c2ccccc2)c2ccccc2)CC1)N1CCOCC1	0	2	7	-7	-10	-1	6	-2	-1
Cc1cc(C(=O)COc2nncc3ccccc23)c(C)n1C	-3	-2	-7	18	-13	10	4	-2	-2
CN(C(=O)c1ccco1)c1nnc(C23CC4CC(CC(C4)C2)C3)s1	0	6	3	8	61*	1	2	-4	9
O=C(CCN1C(=O)COc2ccccc21)NCc1cccnc1	9	1	9	17	-10	-14	3	-2	-6
Cc1cc(Cl)cc(C)c1OCCCCN1CCOCC1	2	-1	0	13	-15	3	-4	-10	1
CC(=O)N1CCN=C1SCc1ccc(C)cc1	5	1	2	16	-15	-3	1	-3	1
O=C1C(Cl)=C(N2CCCCC2)C(=O)N1c1ccccc1Cl	0	6	2	2	2	14	10	6	nt
O=S(=O)(NCCc1ccc2c(c1)OCCO2)c1cccs1	8	4	5	11	-10	-5	3	-5	-1
CC(C)Oc1ccc(NC(=O)C2CCCNC2=O)cc1 (stereo not given)	4	3	-3	1	-15	19	6	-3	2

This is a subset, so the mix of outcomes need not match the whole.
